Screening results from PubChem BioAssay.
CR mimetic SO: yeast age-related superoxide inhibition as caloric restriction mimetic. S. cerevisiae aged cells, superoxide DHE fluorescence; stronger effect = lower value. superoxide response (% of plate mean), % at 10 µM. actives 0.18% (n = 330,000);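 active = superoxide response under a set limit, about three screen SD below normal, cut at about 65% in these data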;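 also: yeast aged for seven days with compound at 30 °C before DHE staining; 100% = average MFI of all compound-treated wells on the plate with controls excluded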
HCV core dimer: blocks dimerization of HCV core protein; TR-FRET GST/Flag-core106 dimerization, 1536-well; actives 0.33% (n = 300,000); inhibition, % at 5 µM; AID 1899;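 active = inhibition above the mean of all tested compounds plus 3 SD, set per screening campaign, cut at about 45% in these data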
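test system = GST/Flag-tagged HCV core106 proteins | probe or stimulus = Eu donor and XL665 acceptor anti-tag antibodies | times = compound-protein-antibody incubation 4 h at 22.5 °C | signal = TR-FRET, excitation 340 nm, emission 617 and 671 nm | measure = percent inhibition of core106 dimerization signal | controls = wells lacking GST-core106 and wells with excess unlabelled core106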
GASC-1 inh: inhibitors of human GASC-1 (JMJD2C) demethylase; Q9H3R0; GST-JMJD2C(1-420) H3K9me3 demethylation, DELFIA europium; inhibition, % at 2.35 µM; actives 0.069% (n = 330,000);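 active = more than half of a compound's replicate wells show inhibition beyond 50%, single wells judged on their own value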;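 also: signal counts dimethyl H3K9 product captured on neutravidin plate; 0% = median of DMSO wells and 100% = 0.3 times that DMSO median; strong numbers were not always called active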
ZTA counter: blocks Epstein-Barr virus ZTA, an EBNA-1 counter-screen; inhibition, % at 11 µM; P03206; ZTA-DNA binding, fluorescence polarization; AID 2234; actives 0.15% (n = 320,000); in the data active = inhibition above about 33%
Target sequence (P03206 whole entry, looked up): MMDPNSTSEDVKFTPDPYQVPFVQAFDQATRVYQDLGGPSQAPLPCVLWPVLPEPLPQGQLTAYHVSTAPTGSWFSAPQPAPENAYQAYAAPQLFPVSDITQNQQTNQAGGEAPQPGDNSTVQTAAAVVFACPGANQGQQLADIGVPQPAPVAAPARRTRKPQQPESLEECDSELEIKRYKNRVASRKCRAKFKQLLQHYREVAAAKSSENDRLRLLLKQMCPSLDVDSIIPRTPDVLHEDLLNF
EBNA-1 inhibitor: blocks EBNA-1 binding to DNA; EBNA-1 DNA binding, fluorescence polarization; inhibition, % at 14.8 µM; actives 0.34% (n = 300,000); AID 1950; in the data active = inhibition above about 28%
PP1 counter: PP1-alpha (human) inhibition in PP5 counter-screen; P62136; purified PP1alpha, OMFP fluorescence; inhibition, % at 6.7 µM; actives 0.9% (n = 320,000);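 active = inhibition above the mean inhibition of all tested compounds plus 3 SD, computed separately for each screening campaign, cut at about 15% in these data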
Target sequence (P62136 whole entry, looked up): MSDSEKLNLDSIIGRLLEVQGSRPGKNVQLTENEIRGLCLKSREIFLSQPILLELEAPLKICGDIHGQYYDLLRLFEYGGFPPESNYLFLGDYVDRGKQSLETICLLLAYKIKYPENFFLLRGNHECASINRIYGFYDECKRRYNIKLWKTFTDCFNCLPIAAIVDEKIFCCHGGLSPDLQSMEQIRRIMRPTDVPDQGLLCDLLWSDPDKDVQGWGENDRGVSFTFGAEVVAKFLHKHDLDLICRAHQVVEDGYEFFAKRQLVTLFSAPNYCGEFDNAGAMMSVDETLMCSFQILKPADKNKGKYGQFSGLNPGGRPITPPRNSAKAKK
CTSL1 counter: cathepsin L1 inhibition, PFM18AAP counter-screen. inhibition, % at 5.96 µM. actives 0.49% (n = 300,000). recombinant F. hepatica cathepsin L1, Z-Leu-Arg-MCA fluorescence;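 active = inhibition above the mean of all tested compounds plus 3 SD, set per screening campaign, cut at about 17% in these data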;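 also: 0% = plate median of test compound wells and 100% = 1 µM Z-Phe-Ala-diazomethylketone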
TPT1 inhibitor: C. albicans TPT1 enzyme inhibition; recombinant caTPT1, FP RNA substrate dephosphorylation; inhibition, % at 5 µM; actives 0.81% (n = 300,000);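 active = inhibition above the mean of all tested compounds plus 3 SD, set per screening campaign, cut at about 24% in these data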;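 also: plate controls were DMSO alone for no effect and ferristatin control at 100 nM for full effect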
PP5 primary: PP5 (human) phosphatase inhibition. AID 1987. actives 0.18% (n = 320,000). purified PP5c, OMFP substrate fluorescence. P53041. inhibition, % at 6.7 µM;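 active = inhibition above the campaign's mean inhibition across all tested compounds plus 3 SD, cut at about 9.5% in these data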;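 also: 0% = DMSO only and 100% = 100 µM cantharidin control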
* hit, by the source's call; . = not tested or not shown.

SMILES	CR mimetic SO	HCV core dimer	GASC-1 inh	ZTA counter	EBNA-1 inhibitor	PP1 counter	CTSL1 counter	TPT1 inhibitor	PP5 primary
CCN(CC(=O)Nc1ccc(S(=O)(=O)N2CCOCC2)cc1)Cc1ccccc1	100	-5	-3	-2	-4	-7	3	0	-0.4
CNS(=O)(=O)c1ccc(CCC(=O)N2CCOCC2)cc1	104	-5	-1	-4	-6	1	2	0	4.7
CC(=O)Nc1ccc(N2C(=O)c3ccc(C(=O)Nc4nnc(SCc5ccc(F)cc5)s4)cc3C2=O)cc1	123	34	1	2	-1	-3	-2	-1	2.7
O=C(CSc1nnc(NC(=O)c2ccccc2Cl)s1)Nc1ccc2c(c1)oc1ccccc12	109	49*	7	14	18	5	2	1	1.0
CSc1nnc(NC(=O)c2nc(S(=O)(=O)Cc3ccc(C)cc3)ncc2Cl)s1	123	22	17	8	13	-7	-2	0	-2.1
CCC(Oc1ccccc1OC)C(=O)Nc1ccc2c(c1)n(C)c(=O)n2C (configuration not stated)	101	1	9	-2	0	1	-1	0	0.0
Cc1ccc(NC(=O)N/C=C/c2ccc(Cl)cc2)cc1	98	3	-12	5	-4	6	-1	-4	1.9
COc1c(C)cc(Br)cc1C(=O)Nc1ccc(C)cc1[N+](=O)[O-]	103	-10	0	-2	6	-3	-2	1	1.7
CCn1cc(CN2CCC(n3nccc3NC(=O)c3cccc(F)c3)CC2)c(C)n1	105	-5	3	-20	-7	-4	2	2	1.3
CCOC(=O)C1CCN(C(=O)c2ccccc2NS(=O)(=O)c2cc(C)ccc2C)CC1	96	-1	2	-5	-2	4	5	-6	1.2
COc1ccc(CN2C(=O)c3cccnc3C2=O)cc1S(=O)(=O)NC1CCCCC1	91	-7	2	-3	-6	-1	5	-3	2.5
Cc1ccc(N(Cc2ccccc2)C(=O)c2cccc(S(=O)(=O)N3CCOCC3)c2)cc1	104	5	7	8	3	-2	2	-2	0.0
Cc1ccc(Cn2nnc3c(=O)[nH]c(C4CCCN(S(=O)(=O)c5ccccc5)C4)nc32)cc1 (configuration not stated)	98	4	-4	-4	-8	13	-1	1	4.8
CNC(=O)COC(=O)CCC(=O)c1ccc(Cl)cc1	111	-2	-11	3	11	-3	-27	1	-0.2
Cc1oc(-c2ccccc2Cl)nc1CSc1nc2c(c(=O)[nH]1)CCC2	114	4	3	1	-6	0	2	-2	2.1
CCN1C(=O)CSc2ccc(C(=O)NCCCN3CCOCC3)cc21	90	-2	2	3	-2	-2	0	-1	0.7
N#CCCN(C(=O)c1ccc2c(=O)n3c(nc2c1)CCCCC3)c1ccccc1	104	7	-2	8	2	-6	-3	-2	1.6
COc1cccc(-n2c(Cc3cc(=O)[nH]c(=O)[nH]3)nnc2SCC(=O)Nc2ccccc2)c1	100	-2	-4	-10	-1	-7	-1	-3	2.8
COc1cc(OC)cc(C(=O)NC(C)c2ccc(Br)cc2)c1 (configuration not stated)	107	4	4	4	9	-1	5	1	0.0
Cc1ccc(NC(=O)CN(C)C(=O)Cn2c(=O)oc3ccccc32)cc1	123	.	7	4	.	-4	.	.	1.3
CCOC(=O)N1CCN(C(=O)c2ccc(CS(=O)Cc3ccccc3Cl)o2)CC1 (configuration not stated)	83	7	7	4	-8	-2	2	-1	-0.4
O=C(CCN1C(=O)c2ccccc2C1=O)N1CCN(Cc2ccccc2)CC1	111	6	2	15	13	-5	0	0	-2.8
O=C(/C=C/c1ccco1)NC(=S)Nc1cccc(-c2nc3ccccc3s2)c1	103	52*	-2	-3	-8	24*	9	16	3.0
COc1ccc(CN2C(=O)c3cccnc3C2=O)cc1S(=O)(=O)N1CCCC(C)C1 (configuration not stated)	115	6	-16	-8	6	-4	-5	-2	2.2
Cc1cc(C)c(-c2csc(NC(=O)C3=NN(c4ccccc4)C(=O)CC3)n2)c(C)c1	84	46*	-12	-13	-5	14	11	6	4.1

Remaining list, next part.
SMILES	CR mimetic SO	HCV core dimer	GASC-1 inh	ZTA counter	EBNA-1 inhibitor	PP1 counter	CTSL1 counter	TPT1 inhibitor	PP5 primary
CC(C)(C)c1ccc(C2/C(=C(\O)c3ccc4c(c3)OCCO4)C(=O)C(=O)N2CCCN2CCOCC2)cc1 (configuration not stated)	86	9	-2	5	-2	5	0	0	0.9
COc1cc2ccccc2cc1C(=O)OCC(=O)N(CC(C)C)c1c(N)n(Cc2ccccc2)c(=O)[nH]c1=O	105	7	-13	-8	-13	-3	0	0	4.5
CCOC(=O)CN(C(=O)CNC(=O)c1ccco1)C(C(=O)NC1CCCCC1)c1cccc(OC)c1 (configuration not stated)	106	-7	2	5	-4	2	0	3	2.8
CCN(CC)CCCNC(=O)c1cc2c(-c3ccc(Cl)cc3)nn(C)c2s1	103	-4	5	10	-3	0	-1	-2	0.0
COc1cc(C(=O)Nc2ccc3c(c2)OCCO3)ccc1-n1cnnn1	88	2	-1	5	2	-2	-2	-1	3.7
O=S(=O)(c1ccc(Cl)cc1)N1CCN(C(=S)Nc2ccc(F)c(Cl)c2)CC1	91	-2	8	9	2	0	1	-6	7.3
CC1(CCc2ccccc2)NC(=S)N(c2ccc(Cl)cc2)N1 (configuration not stated)	116	-5	-9	-22	2	-6	-1	-2	-3.7
COc1cccc(C2=CC(c3ccc(OC)c(OC)c3)NC(=S)N2)c1 (configuration not stated)	104	19	12	23	14	-3	4	-3	-0.8
CC1=C(C(=O)OCc2ccccc2)C(/C=C/c2ccccc2)NC(=S)N1 (configuration not stated)	100	14	-17	-13	9	4	-1	-1	1.6
Cc1c(Cl)ccc2c1NC(=O)[C@]21N[C@@H](CCC(N)=O)[C@H]2C(=O)N(c3ccc(F)cc3)C(=O)[C@H]21	93	6	14	-1	2	1	-1	1	-0.6
CCOc1ccc(C(Nc2ccc(C)cc2)P2(=O)OCCC(C)O2)cc1 (configuration not stated)	97	2	4	2	2	8	-2	-1	-1.1
O=C(CCNC(=O)c1ccccc1Cl)NN1C(=O)NC2(CCCCC2)C1=O	94	1	82	1	-5	-4	-4	0	2.5
O=C(Cc1ccccc1)NCCCc1ccccc1	105	0	-5	0	-7	-2	-9	-4	4.4
COc1ccccc1-c1nnc(NC(=O)Cc2ccccc2)o1	107	-1	16	15	5	-2	2	-3	0.4
Cc1cccc(NC(=S)N2CCN(Cc3ccccc3)CC2)c1C	92	9	2	21	10	-2	1	0	-0.3
CCCCN(CC)CCNC(=O)CCC(=O)Nc1ccc2nc(N3CCN(C)CC3)cc(C)c2c1	107	-5	47	-3	-3	-1	1	-1	3.2
COCCCNC(=O)c1ccc(CSCc2ccc(C)cc2)o1	98	-3	0	-1	12	-3	-6	-3	-1.5
O=C1N(c2ccc(Cl)cc2)C(c2ccc(Cl)cc2)N2CCCN12 (configuration not stated)	111	-5	-7	11	7	0	2	-3	-1.3
CCc1ccc(NC(=O)CSc2nc3ccccc3c(=O)n2CCCN2CCC(C)CC2)cc1	112	-6	-13	-10	3	3	1	2	-1.4
CC(C)OP(=O)(OC(C)C)C(O)c1ccc2c(c1)OCO2 (configuration not stated)	112	-1	-2	-1	-6	2	-2	-3	1.8
OCC1(CCc2ccccc2)CCN(Cc2c(F)ccc(F)c2F)CC1	101	-4	-6	-13	3	-5	-3	-5	3.6
CC(OC(=O)/C=C/c1ccccc1)C(=O)N1CCc2ccccc21 (configuration not stated)	121	1	4	-16	-6	-7	-6	2	0.7
Cc1ccc(C(=O)Nc2ccc(C(=O)O)cc2NC(=O)c2ccc(C)cc2)cc1	102	4	-15	-6	-7	0	-5	1	2.3
CC1SC(c2ccc(F)cc2)NC1=O (configuration not stated)	109	5	-8	3	2	0	-2	-2	-1.7
Cc1cc(CNC(=O)CC2C(=O)NCCN2Cc2ccccc2C(F)(F)F)nn1C (configuration not stated)	90	-3	10	-10	5	-2	-1	-10	1.9

Next entries:
SMILES	CR mimetic SO	HCV core dimer	GASC-1 inh	ZTA counter	EBNA-1 inhibitor	PP1 counter	CTSL1 counter	TPT1 inhibitor	PP5 primary
COc1ccc(S(=O)(=O)N/N=c2\oc3c(OC)cccc3cc2S(=O)(=O)c2ccc(C)cc2)cc1OC	113	8	-8	25	-3	3	0	-2	0.4
C1CCC(Nc2nnnn2C2CCCCC2)CC1	86	3	2	3	0	-5	3	-4	-0.6
Cc1ccc(-c2nc3ccccc3n2C)o1	102	0	-7	0	7	5	-4	0	1.4
COCCCNC(=O)CSc1nc2ccccc2c(=O)n1Cc1ccc2c(c1)OCO2	79	3	0	6	5	0	-1	-1	2.2
CC(=O)c1sc(NC(=O)C(C)Oc2ccc3c(C)cc(=O)oc3c2)nc1C (configuration not stated)	90	5	0	6	8	-3	3	0	-2.8
O=C(Cc1ccccc1)NNC(=O)Cc1ccccc1	111	-1	-5	-11	-2	-3	-4	4	-0.1
Cc1ccc(S(=O)(=O)N(C)C)cc1NC(=S)NCc1ccco1	68	1	4	5	15	-4	-1	1	0.7
CCC(C)NC(=O)CS(=O)Cc1nc(-c2cccc(C)c2)oc1C (configuration not stated)	122	2	5	7	-2	-6	1	0	3.2
